NALP1 inh: NALP1 inflammasome inhibitors in reconstituted yeast, colorimetric, S. cerevisiae, triplicate retest. AID 2071, 2009. S. cerevisiae NALP1/ASC/caspase-1 growth, X-gal OD620, 72 h. inhibition, % at 10 µM. 0.61% of 280,000 active; in the data active means inhibition mostly above about 24%, no sharp cut-off; inactive means mostly below about 32%; further: some compounds called inactive have numbers as strong as hits
PHOSPHO1 inh: PubChem AID 1565. Phosphoethanolamine/phosphocholine phosphatase (Homo sapiens), Q8TCT1. recombinant PHOSPHO1, absorbance phosphatase assay. inhibition, % at 13.3 µM. 1.1% of 290,000 active; in the data active means inhibition above about 60%
Target sequence (Q8TCT1 whole entry, looked up): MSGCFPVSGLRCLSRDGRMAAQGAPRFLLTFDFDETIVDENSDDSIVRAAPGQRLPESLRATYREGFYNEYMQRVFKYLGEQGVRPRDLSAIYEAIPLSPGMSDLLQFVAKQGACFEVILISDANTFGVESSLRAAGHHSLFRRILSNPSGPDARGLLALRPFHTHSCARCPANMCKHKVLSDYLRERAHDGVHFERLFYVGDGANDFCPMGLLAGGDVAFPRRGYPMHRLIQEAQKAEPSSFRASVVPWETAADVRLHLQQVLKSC
MEKK2mut PB1 HTS: MEK5 binding signal on mutant MEKK2 PB1, primary screen, biochemical, multiplex bead flow cytometry, Alexa488-MEK5; AID 1530, 2009; 0.35% of 290,000 active; Alexa488-MEK5 binding to MEKK2 mutant; percent response, % at 10 µM; in the data active means percent response above about 24%, passing the limit was not always enough; further: inactives centre near 1; some results filed as inactive read as strong as hits; reference of the scale not given here
FID counter: compounds displacing fluorescent DNA intercalator, primary screen, artefact control for HCV NS3 helicase inhibitor project, biochemical, FID fluorescence. DNA fluorescent intercalator displacement. inhibition, % at 7.9 µM. 0.17% of 290,000 active. AID 1845, 2009; in the data active means inhibition above about 37%;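 further: 0% = vehicle and 100% = reference compound; higher means more ethidium bromide displaced from hairpin DNA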
MEKK3 PB1 HTS: modulators of MEKK3-MEK5 PB1 binding, primary screen, biochemical, wildtype MEKK3, multiplex bead flow cytometry, Alexa488-MEK5; Mitogen-activated protein kinase kinase kinase 3 (Homo sapiens), Q99759; bead-based flow cytometry, Alexa488-MEK5 binding to MEKK3; actives lie on both sides; 0 = blocked by unlabeled MEK5, 100 = vehicle; binding response (% of control), % at 10 µM; 1.4% of 290,000 active; AID 1529, 2009;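 active means binding response more than 3 SD above or below the average of its plate-row segment, actives on both sides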;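 further: Alexa488 bead fluorescence after subtracting the streptavidin-only scavenger bead signal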
Target sequence (Q99759 whole entry, looked up): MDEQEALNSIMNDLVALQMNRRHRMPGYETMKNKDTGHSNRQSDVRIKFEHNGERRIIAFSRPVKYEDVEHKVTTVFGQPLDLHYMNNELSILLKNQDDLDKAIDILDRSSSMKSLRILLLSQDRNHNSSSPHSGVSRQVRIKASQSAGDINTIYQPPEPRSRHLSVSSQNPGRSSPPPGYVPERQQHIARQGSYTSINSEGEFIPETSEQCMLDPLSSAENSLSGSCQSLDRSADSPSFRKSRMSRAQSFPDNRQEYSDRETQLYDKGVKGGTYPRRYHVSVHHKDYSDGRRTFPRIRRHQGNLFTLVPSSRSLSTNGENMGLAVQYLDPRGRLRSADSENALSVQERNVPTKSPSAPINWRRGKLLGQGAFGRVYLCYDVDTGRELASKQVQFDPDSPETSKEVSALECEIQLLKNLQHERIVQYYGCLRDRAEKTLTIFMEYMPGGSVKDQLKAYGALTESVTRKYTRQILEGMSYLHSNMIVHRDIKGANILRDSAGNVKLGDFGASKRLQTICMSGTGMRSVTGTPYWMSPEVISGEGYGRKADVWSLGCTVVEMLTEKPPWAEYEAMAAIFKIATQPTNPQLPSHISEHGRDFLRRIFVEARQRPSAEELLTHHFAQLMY
PfM18AAP inh: PfM18AAP inhibitors, malaria aminopeptidase, primary screen, biochemical, QFRET, recombinant enzyme. M18 aspartyl aminopeptidase (Plasmodium falciparum 3D7). H-Glu-NHMec fluorogenic cleavage. inhibition, % at 7.35 µM. 1.2% of 290,000 active;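 active means inhibition above the campaign mean inhibition over all tested compounds plus 3 SD, cut at about 28% in these data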;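 further: 0% = plate median of test compound wells and 100% = 2 mM ZnCl2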
GPR7 antagonist: GPR7 receptor antagonists, primary screen, cell-based, fluorescence, single concentration. inhibition, % at 4.4 µM. GPR7-expressing cells, fluorescence antagonist assay. 1.1% of 290,000 active. Neuropeptides B/W receptor type 1 (Homo sapiens), P48145; in the data active means inhibition above about 16%, passing the limit was not always enough;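 further: cells stimulated with the agonist NPW; 0% = agonist with vehicle and 100% = vehicle without agonist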
OXTR agonist: human OXTR agonists, primary screen, fluorescence, CHO-OTR cells, Fluo-8 calcium | 0.32% of 320,000 active | activation, % at 3 µM | Fluo-8 calcium fluorescence; normalized: DMSO 0%, oxytocin 100% | AID 2435, 2010 | Oxytocin receptor (Homo sapiens), P30559;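 active means activation above the mean of all tested compounds plus 3 SD, cutoff set per screening run, cut at about 20% in these data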;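 further: peak over basal fluorescence ratio from a 100 s FLIPR kinetic read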
MEKK2 WT-MEK5: modulators of MEK5 binding to wildtype MEKK2, primary screen, biochemical, multiplex bead flow cytometry, Alexa488-MEK5; AID 1531, 2009; binding response (% of control), % at 10 µM; 1.1% of 290,000 active; Alexa488-MEK5 binding to MEKK2 WT; actives lie on both sides; in the data active means binding response below about 67% or above about 130%
Starred values were filed as active, the others as inactive; . = not tested or not shown; [ ] = dose if it differs, or a comment.

SMILES	NALP1 inh	PHOSPHO1 inh	MEKK2mut PB1 HTS	FID counter	MEKK3 PB1 HTS	PfM18AAP inh	GPR7 antagonist	OXTR agonist	MEKK2 WT-MEK5
NNC(=S)Nc1cccc(-c2n[nH]c(=S)o2)c1	.	-112	0	-25	97	10	-7	-0.4	97
Cc1ccc(S(=O)(=O)N/N=C/c2ccc(OCC(=O)Nc3ccccc3Cl)cc2)cc1	13	37	.	-11	.	-1	-10	-1.9	.
COc1ccc(OCCC(=O)OCC(=O)NC(=O)NC(C)C)cc1	23	5	5	-12	103	-3	3	0.6	106
COc1cc(C(=O)N/C(=C\c2cn(S(=O)(=O)N(C)C)c3ccccc23)C(=O)N2CCCC2)cc(OC)c1OC	27	29	-6	-52	100	-1	4	1.7	95
CC(C)NC(=O)c1onc(CSc2nc3ccccc3[nH]2)c1C(=O)NC(C)C	16	-62	-4	-26	101	1	-11	0.9	97
O=C(O)c1cccc(S(=O)(=O)Nc2cc(Cl)ccc2Cl)c1	32	11	-10	-8	92	-8	-14	1.3	97
O=C(Cn1cc(C(F)(F)F)ccc1=O)N/N=C/c1ccccc1O	4	11	4	-19	101	-1	-12	0.1	102
CCCNC(=O)COC(=O)c1n[nH]c2ccccc12	6	20	3	-4	101	1	-5	1.4	100
COC(=O)COc1ccc2c(=O)c(-c3ccccc3OC)coc2c1	-1	22	-11	-11	98	0	2	0.5	92
CCOc1ccc(/C(O)=C2\C(=O)C(=O)N(c3ccc(OC)cc3)C2c2ccccc2[N+](=O)[O-])cc1 (configuration not stated)	24	61*	-1	-1	98	10	-16	-0.4	102
Cc1cccc(NCc2cc(Cl)cc(Cl)c2O)n1	8	2	6	5	107	-6	-10	-1.8	105
Cc1cc(C)cc(Oc2ccc(C(F)(F)F)cc2C#N)c1	1	4	-1	3	99	1	-5	0.6	100
COc1cc(SC)ccc1C(=O)N1CCN(Cc2ccc3c(c2)OCO3)CC1	18	19	2	-25	105	6	-9	1.9	106
CC(=O)c1ccc(Nc2ncnc3c2oc2ccccc23)cc1	7	4	4	-1	101	-4	-13	-1.4	100
CCOC(=O)C1=C(c2ccccc2)N(C)C(=O)NC1c1ccc(OC(F)F)c(OC)c1 (configuration not stated)	9	-12	0	-28	100	-2	-2	0.1	99
CCCCN(C(=O)c1cc2ccccc2o1)c1c(N)n(CC(C)C)c(=O)[nH]c1=O	19	-14	-4	-8	92	6	9	-1.4	90
Cc1ccc(SCC(=O)O/N=C(\N)c2cccnc2)cc1	2	42	7	-24	107	-2	2	0.3	110
O=C(COc1ccc(S(=O)(=O)N2CCCC2)cc1)N1CCCC1	-14	12	2	-15	98	9	-17	0.4	93
COc1ccc(Nc2ncnc3c2cnn3-c2ccccc2)cc1OC	17	13	-3	-5	105	0	2	1.4	107
COc1ccc(Nc2ncccc2C(=O)NCc2ccccc2)cc1	50	-1	4	-1	102	-3	-6	1.2	106
O=C(CC1C(=O)OCC2CCCCN21)Nc1ccccc1C(F)(F)F (configuration not stated)	14	12	-14	2	93	-42	-18	-0.9	81
COc1ccc(-c2noc(=O)n2Cc2ccccc2F)cc1	-5	36	3	-9	101	1	4	-0.5	101
O=[N+]([O-])c1cccnc1Oc1ccc(F)cc1F	2	3	-1	0	96	-5	-10	-2.3	87
CCOc1ccc(-c2cc(C(=O)NCCCN3CCCC3)c3ccccc3n2)cc1	-13	41	20	19	102	17	-3	0.2	132
C[C@]12C(=O)N(c3cccc(F)c3)C(=O)N1[C@@H]1c3ccccc3OC[C@@H]1[C@H]2c1ccccc1	10	-2	-5	-38	102	-15	-4	1.0	97
FC(F)Sc1ccc(-n2c(-c3ccc(Cl)cc3)c[n+]3c2CCC3)cc1	-18	53	10	11	103	-9	-10	0.0	115
C=CCn1c(CSc2nnc(-c3ccccc3)n2C)n[nH]c1=S	9	0	-5	-15	93	14	8	-0.8	96
N#Cc1ccc(C23CC4(C2)[C@H](CN(CC2CCCCC2)[C@@H]4c2ccccc2)C3c2ccc(C(F)(F)F)cc2)cc1 (some centres not stated)	.	44	10	.	110	.	.	.	125
Cn1c(NCCc2ccccc2)cc(=O)n(C)c1=O	11	18	11	-1	105	-2	-16	-0.6	108
CC(=O)NCc1nc2ccccc2n1Cc1ccccc1C	.	19	12	-4	107	1	-7	0.8	107
CC(C)COC(=O)NC1c2ccccc2Oc2ccccc21	3	-1	-2	-8	98	-4	-10	4.3	100
O=C(O)C(Cc1ccc(F)cc1)c1ccccc1 (configuration not stated)	4	24	6	-1	103	-4	2	0.6	104
Cc1ccc(N(C(=O)C(F)(F)F)C(C(=O)NC2CCCCC2)c2cccs2)cc1C (configuration not stated)	4	60*	6	-3	103	1	1	-0.4	101
C=CCNC(=O)Nc1ccc2oc(C)nc2c1	16	-2	.	2	.	-4	-4	1.1	.
CC(C)(CO)C(O)C(=O)NCCC#N (configuration not stated)	8	11	3	-1	86	0	-1	1.3	94
COc1ccc2cc(/C=C/C(=O)N3CCN(CC(=O)N4CCCCCC4)CC3)ccc2c1	0	28	-5	-33	101	-10	10	6.3	95
CCCCCNC(=O)C(=O)C1C(=O)Nc2ccccc21 (configuration not stated)	.	28	-3	0	93	4	-2	-0.1	92
Cc1ccc(C2NC(=O)c3sc(=S)n(-c4ccccc4)c3N2)cc1 (configuration not stated)	13	37	-11	6	102	-4	-3	1.7	89
CC(=O)NC(Cc1ccccc1)Cc1ccccc1	2	5	7	-12	104	-5	-8	-1.0	105
O=C(NC1(C(F)(F)F)NC(=O)N(Cc2ccccc2)C1=O)c1cccs1 (configuration not stated)	.	.	-2	1	100	-17	-3	1.2	91

Shown with values under each structure: entries from further up.
Order of results – NALP1 inh | PHOSPHO1 inh | MEKK2mut PB1 HTS | FID counter | MEKK3 PB1 HTS | PfM18AAP inh | GPR7 antagonist | OXTR agonist | MEKK2 WT-MEK5
C=CCNC(=O)Nc1ccc2oc(C)nc2c1
 : 16 | -2 | . | 2 | . | -4 | -4 | 1.1 | .
O=C(O)C(Cc1ccc(F)cc1)c1ccccc1 (configuration not stated)
 : 4 | 24 | 6 | -1 | 103 | -4 | 2 | 0.6 | 104
CC(=O)NC(Cc1ccccc1)Cc1ccccc1
 : 2 | 5 | 7 | -12 | 104 | -5 | -8 | -1.0 | 105

More entries.
SMILES	NALP1 inh	PHOSPHO1 inh	MEKK2mut PB1 HTS	FID counter	MEKK3 PB1 HTS	PfM18AAP inh	GPR7 antagonist	OXTR agonist	MEKK2 WT-MEK5
Cc1c(Br)c([N+](=O)[O-])nn1CC(=O)N1CCN(C23CC4CC(CC(C4)C2)C3)CC1	10	4	-3	25	95	-5	6	-0.8	92
Cc1ccc(NC(=O)/C(=C\c2cccnc2)NC(=O)c2ccccc2)cc1	-1	9	5	-8	106	0	-8	-0.2	109
CC(=O)N1CCN(c2ccc(NC(=O)c3cccc(Cl)c3Cl)cc2)CC1	2	5	2	-22	103	-11	4	-0.3	98
O=[N+]([O-])c1ccc(/C=C/c2ccc3cccc([N+](=O)[O-])c3n2)cc1	4	-4	-2	6	98	2	6	-1.4	95
COc1cc2c(C(=O)NCCCOC(C)C)cn(CC(C)C)c(=O)c2cc1OC	-2	-14	-3	-30	81*[inhibitor]	3	-11	-1.4	87
N#C/C(=C(/O)CCl)c1nnc2n1CCCCC2	14	-7	4	1	109	-2	-6	1.3	102
O=c1c2ccccc2nc(/C=C/c2ccc([N+](=O)[O-])o2)n1CCCO	-4	-14	6	-22	108	-1	-11	0.8	108
Cc1nc(SCC(=O)NCCc2ccccc2)nc(C)c1C	10	0	3	-9	95	-3	-6	4.8	98
O=C(NNC(=O)c1cc2cc3ccccc3nc2s1)c1ccc(F)cc1	7	37	.	2	.	3	-9	1.1	.
COc1ccc(-c2cccc(C(=O)Nc3ccc(OC)c(OC)c3)c2)cc1	2	2	3	-16	97	-5	-3	5.1	97
Cc1cc(C)c2nc(SCC(=O)Nc3cc(C)on3)c(C)cc2c1	14	-4	-3	0	102	-7	-12	-0.5	105
CCN(CC(=O)NC1CCCC1)S(=O)(=O)c1ccc(F)cc1	6	38	6	-16	97	10	-3	-0.8	101
Fc1ccc(-c2c[nH]c(=S)n2Cc2ccccc2)cc1	29	49	-7	-13	97	2	-3	-0.5	96
CCOc1ccc(CC(=O)N/N=C(\C)c2cccnc2)cc1	-1	21	1	-15	99	-3	-7	.	102
CC(C)c1ccc(C2=NN(c3ccccc3)C(=O)CC2)cc1	27	6	17	-29	102	-6	-10	-2.5	104
CN(C)c1ccc(N=Nc2ccccc2C(=O)OCC(=O)N2CCCC2)cc1	26	-4	9	-28	98	1	1	-2.1	103
CCCOc1ccc(CN(C(=O)c2cccc(OC)c2)C2CCS(=O)(=O)C2)cc1 (configuration not stated)	-10	24	2	-43	98	-9	0	0.0	101
Cc1ccc2nc(Cl)c(C3CC(c4cccs4)=NN3C(=O)CCCC(=O)O)cc2c1 (configuration not stated)	49	-27	-2	-9	98	0	-7	3.0	93
CC1CCCCC1NC(=O)CO/N=C/c1ccc(OC(F)F)cc1 (configuration not stated)	-12	-23	-14	-22	90	2	5	-0.8	83
C/C(=N\NC(=O)c1ccc(O)cc1)c1ccc2c(c1)Nc1ccccc1S2	23	1	11	5	96	2	-10	0.0	105
O=S(=O)(Nc1nc2ccccc2[nH]1)c1ccc(Cl)cc1	9	35	1	-2	101	1	-8	1.3	97
O=C(NC1CCCc2ccccc21)C1CCCC1 (configuration not stated)	20	33	4	-6	107	-2	-11	-0.6	108
Clc1ccccc1-c1nn2c(Cn3cnc4ccccc43)nnc2s1	13	84*	.	-24	.	-33	-11	1.4	.
Cc1cc(NC(CC(C)C)C(=O)O)nc(Cc2ccccc2)n1 (configuration not stated)	3	3	-6	-7	96	0	-12	0.2	94
O=C(Cn1cnc2sc(-c3ccccc3)cc2c1=O)N1CCOCC1	8	14	-1	-2	103	6	-4	0.4	99
CC(=O)N1CCN(S(=O)(=O)c2cccc(C(=O)OCC(=O)NC(=O)c3cccn3C)c2)CC1	34	-8	-1	-31	90	1	-16	-0.7	91
CCc1ccc2[nH]c(=O)c(CN(CCCN3CCOCC3)C(=O)Nc3cccc(Cl)c3)cc2c1	23	-9	12	-1	110	-2	-4	2.5	131
CCN(CC)CCNc1nc(-c2ccccc2)c2c(c1C#N)CC(C)(C)OC2	4	11	4	5	100	-9	7	0.5	105
O=S(=O)(c1ccc(S(=O)(=O)N(Cc2ccco2)Cc2ccccc2Cl)cc1)N1CCCC1	18	7	-9	-2	89	-3	-4	-0.4	90
COc1ccc(Nc2nc(N)nc(CSc3nccc(C)n3)n2)cc1	6	1	2	-12	101	-9	-1	-1.7	100
N#Cc1ccccc1CSc1nc2ccsc2c(=O)n1Cc1ccccn1	2	-14	-1	-20	104	2	-8	0.4	100
CNc1c(NS(=O)(=O)c2ccc(Br)cc2)c(=O)oc2ccccc12	13	18	0	-8	102	0	-1	3.2	97
